# CAL PDZ FP-1: untagged CAL PDZ binding inhibitors, primary screen, biochemical, fluorescence polarization, HTS | Golgi-associated PDZ and coiled-coil motif-containing protein (Homo sapiens), Q9HD26 | purified CAL PDZ, TMR-peptide fluorescence polarization, 1 h | inhibition, % at 24.9 µM | 300,000 tested, 0.92% active | AID 602252, 2012;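 active means mean inhibition of at least 30% with at least half of replicates also reaching 30%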;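 further: 0% = DMSO neutral control and 100% = excess unlabeled competitor peptide PRC23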
# DAGLB inh: DAGLB lipase inhibitors, primary screen, biochemical, fluorescence, HTS. HEK293T DAGLB membrane lysate, EnzChek fluorogenic substrate. 340,000 tested, 0.059% active. inhibition, % at 5.17 µM. AID 504411, 2011; in the data active means inhibition above about 34%;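 further: 0% = enzyme with vehicle and 100% = wells lacking enzyme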
# Cardiac RTF inh: cardiac RTF calcium sensitivity inhibitors, primary screen, biochemical, IANBD-TnC fluorescence, EC70 calcium. AID 493244, 2011. 340,000 tested, 0.12% active. Troponin I, cardiac muscle (Homo sapiens) + Troponin T, cardiac muscle (Homo sapiens) + …. IANBD-labeled cardiac RTF, Ca2+ fluorescence. inhibition, % at 7.15 µM;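 active means inhibition above the mean inhibition of all tested compounds plus 3 SD, cut at about 17% in these data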;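 further: assay run at fixed EC70 calcium of 1.6 mM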
# NSD2 HMT inh: NSD2 histone methyltransferase inhibitors, primary screen, biochemical, AlphaScreen, single concentration, set 2; Histone-lysine N-methyltransferase NSD2 (Homo sapiens), O96028; NSD2 peptide methylation, 120 min; AID 743445, 2014; inhibition, % at 12.5 µM; 310,000 tested, 0.54% active; in the data active means inhibition above about 50%
# LANA DNA inh: inhibitors of KSHV C-LANA binding to DNA, primary screen, biochemical, fluorescence polarization, FAM-LBS DNA, MBP-C-LANA, single point; Kaposi's sarcoma herpesvirus LANA C-terminal domain (residues 932-1162) DNA binding; inhibition, % at 9 µM; 340,000 tested, 0.078% active; AID 504423, 2011;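 active means highest replicate inhibition at or above 60% at 9 µM, even if other replicates fall short; inactive means all replicates below 60% inhibition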;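 further: 0% = neutral control wells and 100% = 4 µM acridine orange control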
# Pemphigus Ab inh: inhibitors of pemphigus antibody binding to DSG3, primary screen, biochemical, bead-based, flow cytometry, scFv-GFP; 310,000 tested, 0.48% active; binding (percent of control), % at 10 µM; DSG3-coupled beads, scFv-anti-DSG3-GFP binding; hits give low values;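 active means binding more than 3 SD below its plate's average and above zero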;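 further: hits lower antibody fragment binding to DSG3; some compounds called inactive have numbers as strong as hits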
# CAL PDZ FP-2: CAL PDZ peptide-binding inhibitors, primary screen, biochemical, fluorescence polarization, Cer-tagged CAL PDZ, HTS. Golgi-associated PDZ and coiled-coil motif-containing protein (Homo sapiens), Q9HD26. purified CAL PDZ, TMR-peptide fluorescence polarization, 1 h. inhibition, % at 20 µM. 330,000 tested, 0.02% active. AID 504414, 2011;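 active means highest replicate inhibition of at least 40%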;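 further: plate controls were DMSO neutral control wells for no effect and unlabeled competitor peptide control wells for full effect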
#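 Material: tagged CAL PDZ protein CerCALP, purified; buffer or medium: sodium phosphate/NaCl buffer pH 7.4 with TCEP, IgG, Thesit; also added: fluorescent TMR peptide probe; schedule: 1 h incubation at room temperature before polarization reading; technique: fluorescence polarization from S- and P-plane intensities, G-factor corrected; control set: unlabelled peptide and DMSO controls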
# V-ATPase pHluor: regulators of yeast V-ATPase proton pumping, primary screen, pHLuorin cytosolic pH fluorescence. AID 504577, 2011. S. cerevisiae. response, % at 10 µM. 350,000 tested, 0.37% active; in the data active means response mostly above about 7.3%, no sharp cut-off; inactive means mostly below about 5.4%; further: actives read high; inactives centre near 0; some compounds called inactive have numbers as strong as hits
# Arrestin-AP2 inh: inhibitors of beta-arrestin/AP2 binding, primary screen, biochemical, GPCR trafficking, flow cytometry; AID 504490, 2011; beta-arrestin 1 C-terminal peptide binding to AP2 beta2-adaptin appendage (human); inhibition, % at 10 µM; FITC-arrestin peptide / GST-AP2 beads; AP2 beta2 appendage carries R879A mutation; 340,000 tested, 0.31% active;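 active means inhibition above a set limit, near 3 SD of compounds lacking own fluorescence, cut at about 54% in these data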;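 further: plate controls were DMSO wells for no effect and 5 µM unlabelled arrestin peptide for full effect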
#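 system = GST-tagged AP2 beta2-adaptin appendage (R879A) on 4 µm glutathione beads | reagent = FITC-labelled arrestin peptide probe, 50 nM final | schedule = compound with beads 12 min RT, then probe 1 h RT | signal = HyperCyt-sampled flow cytometry, FL1 channel, ex 488/em 535 nm | read-out = percent response from loss of bead-bound FITC fluorescence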
# Keap1-Nrf2 PPI: Keap1-Nrf2 protein-protein interaction inhibitors, primary screen, biochemical, fluorescence polarization, single point; Kelch-like ECH-associated protein 1 (Homo sapiens), Q14145; Keap1 Kelch-Nrf2 peptide fluorescence polarization, 1536-well; inhibition, % at 9.4 µM; 340,000 tested, 0.15% active; AID 504523, 2011; in the data active means inhibition above about 12%;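 further: human Keap1 Kelch domain with fluorescein labeled Nrf2 9mer peptide probe; 0% = neutral control wells and 100% = peptide positive control; higher means more block of Keap1 binding to Nrf2 peptide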
# Target sequence (Q14145 whole entry, looked up, the tested form may be a part): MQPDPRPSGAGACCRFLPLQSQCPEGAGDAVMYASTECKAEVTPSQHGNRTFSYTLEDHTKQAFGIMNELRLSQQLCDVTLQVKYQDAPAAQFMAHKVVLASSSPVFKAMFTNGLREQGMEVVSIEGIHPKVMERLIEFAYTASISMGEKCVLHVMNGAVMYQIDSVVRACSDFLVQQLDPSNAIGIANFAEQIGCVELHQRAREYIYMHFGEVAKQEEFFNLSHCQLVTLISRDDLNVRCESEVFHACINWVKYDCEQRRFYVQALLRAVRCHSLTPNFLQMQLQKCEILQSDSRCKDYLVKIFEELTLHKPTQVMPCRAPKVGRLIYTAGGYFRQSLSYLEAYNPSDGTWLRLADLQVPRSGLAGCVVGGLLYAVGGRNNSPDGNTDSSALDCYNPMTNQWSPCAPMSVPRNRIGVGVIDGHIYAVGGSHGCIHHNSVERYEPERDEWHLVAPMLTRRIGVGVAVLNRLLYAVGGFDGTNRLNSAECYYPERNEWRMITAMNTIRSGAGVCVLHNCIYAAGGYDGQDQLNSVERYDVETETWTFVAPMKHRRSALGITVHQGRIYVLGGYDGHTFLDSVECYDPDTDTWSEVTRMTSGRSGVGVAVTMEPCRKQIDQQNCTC
# An asterisk follows results filed as active; x = no result given. Only part of the results is shown (hit frequency here may not be typical).
mol	CAL PDZ FP-1	DAGLB inh	Cardiac RTF inh	NSD2 HMT inh	LANA DNA inh	Pemphigus Ab inh	CAL PDZ FP-2	V-ATPase pHluor	Arrestin-AP2 inh	Keap1-Nrf2 PPI
Cc1ccc(C(=O)CSc2nnc(-c3ccncc3)n2C)cc1	-1.3	-1.2	-0.6	-3.3	-0.1	95.4	-0.3	1.5	-12.8	-0.4
CN1CCN(C(=O)C2CCCN(c3ncnc4c3nc3n4CCCCC3)C2)CC1 (configuration not stated)	x	-1.2	-5.3	0.4	-0.5	102.4	0.4	2.5	9.9	-2.0
O=C(O)c1cc(-c2cccnc2)nc2ccccc12	-3.9	-3.4	-0.5	-1.9	-1.7	107.1	-0.7	1.4	29.6	-6.3
COc1ccc(NC(=O)CSc2ccccn2)c([N+](=O)[O-])c1	x	x	x	13.5	x	107.1	x	4.0	-15.1	x
CN(CC1CCCCO1)C(=O)c1cc(COc2ccc(F)cc2Cl)on1 (configuration not stated)	-1.9	-2.5	-2.4	-2.0	1.3	106.0	-2.0	-2.5	-3.4	-5.3
CC(OC(=O)CCCN1C(=O)c2ccccc2C1=O)C(=O)Nc1ncc(Cl)cc1Cl (configuration not stated)	-7.7	0.3	-4.4	0.1	2.8	103.1	-0.3	8.8	-4.4	-0.7
Cc1cc(C)cc(C(=O)N(Cc2ccco2)c2c(N)n(Cc3ccccc3)c(=O)[nH]c2=O)c1	-16.9	9.1	-1.8	1.1	0.2	101.5	-1.1	0.9	13.4	-1.8
Cn1c(=O)c2sccc2n(CC(=O)NCCC2=CCCCC2)c1=O	-0.1	-2.7	-7.9	-5.6	1.3	101.6	-1.1	3.3	3.6	-1.7
Nc1c(C(=O)Nc2nc3ccccc3s2)sc2nc(-c3cccs3)ccc12	-1.2	-38.9	-27.4	x	0.1	x	-1.9	-48.7	15.2	-8.1
CN(C)S(=O)(=O)c1ccc(NC=O)cc1	8.4	0.2	0.8	-2.1	-0.6	98.5	0.1	-0.6	-9.3	-2.8
O=C(CSc1nc(-c2ccccc2)cc(C(F)(F)F)n1)N1CCOCC1	96.3*	-2.5	-3.3	-1.7	-0.4	98.1	-1.5	-0.2	4.4	-4.9
N/C(CN1CCCC1=O)=N\OC(=O)c1ccc(Cl)c(Cl)c1	-6.9	0.1	-0.5	-2.2	-2.0	99.6	-1.6	0.3	18.2	1.9
COC(=O)C1CSC(C(=O)OC)N1C(=O)Nc1ccc(Cl)c(Cl)c1 (configuration not stated)	-1.6	-3.2	-5.8	-0.9	-2.3	92.0	-2.8	3.1	-2.8	-4.2
Cc1ccc(CCNC(=O)C2CCN(S(=O)(=O)c3ccc4nc5c(c(C(=O)O)c4c3)CCCC5)CC2)cc1	-8.3	1.6	-9.3	-1.2	1.4	102.8	0.1	6.7	7.8	1.9
Cc1ccc(C)c(NC(=O)c2ccc3c(=O)n4c(nc3c2)CCC4)c1	-1.3	2.5	0.3	-2.3	0.9	103.2	-0.4	5.1	4.0	-0.9
COc1cccc(CNC(=O)C(C(=O)NCc2cccc(OC)c2)c2ncc(C(F)(F)F)cc2Cl)c1	x	1.4	-3.1	0.8	1.1	95.0	0.2	-1.6	12.9	-1.6
CCOc1ccc(NC(=O)CN(C)c2nnnn2-c2ccccc2)cc1OCC	14.7	1.2	-5.1	-1.1	1.5	x	-0.5	1.3	-5.3	-2.2
CCC(=O)N/C(=N/c1nc(C)cc(C)n1)Nc1ccccc1	x	-5.4	-5.4	-4.8	0.1	105.0	-0.3	4.2	12.2	-5.3
CCN(CC(=O)Nc1cccc(S(=O)(=O)N2CCOCC2)c1)Cc1ccccc1	-1.7	-2.1	-14.7	1.7	0.6	102.2	-2.5	1.4	-7.6	-1.0
Cc1ccc2nc(SCC(=O)Nc3cccc(S(=O)(=O)N(C)C)c3)[nH]c2c1	-5.6	-1.5	-15.1	2.4	0.7	121.2	-2.6	0.3	8.8	-4.0
Cc1ccc(-n2nc3c(=O)n(CCCC(=O)NCc4ccc(C)o4)nc(C)c3c2C)cc1	-1.7	-3.7	-3.9	2.1	0.4	101.6	-2.6	4.5	-8.6	-4.9
COC(=O)Cc1ccc2sc(-c3ccccc3)nc2c1	-4.1	-23.7	4.1	-6.6	1.0	102.5	-2.8	-2.8	19.8	-1.0
CN1CC(C(=O)Nc2ccc(F)c(Cl)c2)CC1=O (configuration not stated)	-0.4	1.3	-3.5	-3.2	2.8	99.7	x	-2.5	-4.6	-3.7
CCN(CC)S(=O)(=O)c1cc(NC(=O)COC(=O)CCc2nc3ccccc3s2)ccc1C	x	-1.5	-1.8	14.7	-3.2	105.2	-1.4	0.5	5.3	1.6
COC(=O)C1=C(C(=O)OC)C(c2ccc(OC)c(OC)c2)c2sc(=O)[nH]c2S1 (configuration not stated)	-0.5	0.5	-9.0	4.3	0.2	94.9	-2.4	-1.1	3.8	0.6
O=C(CNC(=O)c1ccco1)NCC(=O)OCc1ccc(C(=O)Oc2ccc(Cl)cc2)cc1	-0.5	0.3	0.4	3.3	-0.8	x	-0.8	3.3	-1.1	-7.0
Cn1c(Cn2c(=O)sc3ccccc32)nnc1SCC(=O)Nc1ccccc1	x	-1.8	-11.5	x	-0.3	110.2	-0.3	-0.5	-1.9	6.8
Cc1c(Cl)c(=O)oc2cc(OCC(=O)NCc3cccs3)ccc12	5.5	-3.3	-2.6	1.4	2.5	110.2	-0.1	-1.2	10.6	-4.8
CN(Cc1ccccc1)C(=O)CN1C(=O)COc2ccc(S(=O)(=O)N3CCCC3)cc21	-1.8	-3.0	-7.9	-1.1	-0.6	x	-1.5	-0.7	-1.4	-4.5
Cc1cc(Cl)ccc1OCC(=O)NNC(=O)CCOc1ccccc1	-0.6	-0.3	-8.1	1.6	-0.5	x	-0.6	-2.8	5.9	-5.5

mol	CAL PDZ FP-1	DAGLB inh	Cardiac RTF inh	NSD2 HMT inh	LANA DNA inh	Pemphigus Ab inh	CAL PDZ FP-2	V-ATPase pHluor	Arrestin-AP2 inh	Keap1-Nrf2 PPI
c1ccc(Cc2noc(CN3CCN(CCOc4ccccc4)CC3)n2)cc1	-0.8	-0.8	-3.8	-1.3	-0.4	102.7	-2.7	-2.7	7.5	0.7
CCOC(=O)c1ccc(N2CSC3=C(C#N)C(c4cccs4)CC(=O)N3C2)cc1 (configuration not stated)	1.6	0.2	2.1	x	-0.5	104.1	0.2	-1.9	1.4	4.8
CCOc1ccccc1N1CCN(C/C=C/c2ccc(N(C)C)cc2)CC1	2.4	-0.8	-2.6	68.9*	1.7	100.0	0.4	-4.7	-2.0	2.0
CCc1ccc(NC(=O)C(CC)Sc2nc3cc4c(cc3c(=O)n2Cc2ccco2)OCO4)cc1 (configuration not stated)	-1.2	-2.5	-2.2	-2.3	-0.4	99.0	-1.0	-3.0	2.7	-0.1
COC(=O)/C(N=Nc1c(C)n(C)n(-c2ccccc2)c1=O)=C(\C)O	-8.2	1.6	10.4	-2.0	-0.3	100.6	-4.0	1.0	13.4	0.2
O=C(Nc1ccc(Cl)c(S(=O)(=O)N2CCCC2)c1)c1cc(=O)[nH]c2ccccc12	27.2	0.1	-2.2	1.9	0.8	99.3	-0.7	-1.4	2.1	-3.6
Cc1nn(Cc2ccccc2Cl)c2sc(C(=O)Nc3nccs3)cc12	3.7	-1.5	-11.4	-4.6	0.9	91.7	-0.4	4.7	-1.7	-6.1
COC(=O)c1c(C)nc2nonc2c1N	172.5*	-4.1	-0.6	-1.9	1.1	91.0	0.5	1.8	-8.2	-4.7
CN(C)C(=O)CCc1ccc2c3c([nH]c2c1)[C@]1(CCc2ccccc2)[C@@H](C(=O)N2CCCCC2)C[C@H](CC(=O)NCCCn2ccnc2)C(=O)N1CC3	-6.0	1.6	-1.6	x	1.2	95.0	0.1	-4.4	-4.7	2.4
Cc1cccc(C)c1NC(=S)N(CCCN1CCN(C)CC1)Cc1cccs1	0.6	3.7	1.5	74.7*	0.5	x	-1.4	-0.3	21.5	1.1
COc1ccccc1C(O)Cc1nc2ccccc2n1C (configuration not stated)	-0.1	-0.9	-4.4	-0.1	-2.4	109.1	-0.8	-0.4	23.4	-0.1
O=C(c1cccs1)N1CCN=C1SCc1ccccc1	-0.1	-0.6	2.6	1.2	0.9	65.0	-3.2	-4.5	31.1	0.8
CC(Sc1ccccc1)C(=O)N1CCN(S(=O)(=O)c2cccc(Br)c2)CC1 (configuration not stated)	0.9	-0.5	-3.2	-0.4	0.4	93.4	-3.1	1.3	27.8	-1.1
O=C(CCC1CCCCC1)Nc1c[nH]c(=O)[nH]c1=O	15.9	-3.1	-1.3	-1.7	0.7	103.9	-0.1	-1.1	-1.7	2.2
COc1ccccc1-n1c(N)c(C(=O)NCC2CCCO2)c2nc3ccccc3nc21 (configuration not stated)	-3.7	1.3	2.7	-8.3	1.9	x	-1.5	3.3	1.7	1.2
O=C(Nc1ccccc1F)c1ccc(COc2ccc(Cl)cc2Cl)o1	-3.4	-11.2	-8.1	-4.3	5.3	99.7	-2.1	-2.1	0.4	-0.8
O=C(Nc1ccc2c(c1)N(Cc1ccccc1)C(=O)c1ccccc1S2)NC1CC1	-4.4	-1.5	-5.4	2.3	2.9	105.6	-4.9	0.3	8.2	-2.5
COc1ccc(/C=N/n2c(-c3n[nH]c4c3CCC4)n[nH]c2=S)cc1OC	-1.3	2.6	12.5	-0.6	-0.2	91.6	-2.5	-4.3	-10.6	4.0
CC(C)C(NC(=O)COc1ccccc1)C(=O)O (configuration not stated)	0.6	-0.2	-4.9	-2.1	-0.9	102.1	-0.9	9.8	7.7	-2.5
Cc1ccc(S(=O)(=O)N/N=C/c2ccc(OS(=O)(=O)c3ccc(C)c([N+](=O)[O-])c3)cc2)cc1	1.3	-0.5	1.0	x	-1.2	107.6	-1.6	0.3	2.6	-1.4

# Bioassay records from PubChem.
